# MKP-3 inhibition: MKP-3 phosphatase inhibitors, primary screen, biochemical, rat enzyme, in vitro (AID 425); inhibition, % at 20 µM; hits with a dose series show IC50 in µM; recombinant MKP-3 phosphatase activity, fluorescence; higher % means a stronger effect; hit rate 0.17% among 110,000; in the data active = inhibition above about 50%;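 also: plate controls were vehicle for no effect and reference inhibitor for full effect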
# Hsp70 inhibitors: Hsp70 inhibitors, probe displacement, primary screen, biochemical, fluorescence polarization (AID 583). Hsp70 fluorescence polarization probe displacement, mP; higher % means a stronger effect. displacement, % at 20 µM; hits with a dose series show IC50 in µM. hit rate 0.06% among 140,000; in the data active = displacement above about 50%;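 also: plate controls were vehicle for no effect and reference ligand for full effect; a part of the inactive calls stands beside numbers as strong as those of hits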
# An asterisk follows results filed as active; · = not tested or not shown; & = joins results of further samples. An excerpt; the hit share may differ from the screen's.
MKP-3 inhibition | Hsp70 inhibitors | SMILES
-6% | 6.8% | Cn1c(=O)[nH]c(=O)c2c1nc(Br)n2CCSc1ncccn1
-2% | 5.7% | COc1cc(OC)cc(C(=O)Nc2ccc(C)cc2Br)c1
-3% | -2.5% | CCNCc1cc2cc(C)ccc2[nH]c1=O
4% | 4.4% | C/C(CCc1ccc2c(c1)OCO2)=N\N=C1/NC(=O)CC(C(=O)N2CCN(c3ccc([N+](=O)[O-])cc3)CC2)S1 (configuration not stated)
-13%&4% | -3.2%&-3.1% | CCOC(=O)C(NC(=O)c1ccccc1)=C1CCCCC1
-8% | 6.0% | CCCc1cc(C(=O)Nc2sc(C)c(CC)c2C#N)no1
1% | 1.3% | Cc1cc([N+](=O)[O-])ccc1-c1ccc(C(=O)Nc2ccc(O)c(-c3nc4ccccc4o3)c2)o1
0% | -0.1% | Cc1ccc(S(=O)(=O)Nn2c(C)nnc2-n2nc(C)cc2C)cc1
· | -0.6% | CCOCN(C(=O)Cn1c(COC)nc2ccccc21)c1c(C)cccc1CC
0% | 2.0% | CCCOc1ccccc1/C=C1\N=C(c2ccccc2)OC1=O
0% | -3.2% | CCOC(=O)C1=NNC2C(=O)N(c3cc(OC)ccc3OC)C(=O)C12 (configuration not stated)
7% | 1.5% | CC(C)Cn1c(N)c(C(=O)NCc2cccs2)c2nc3ccccc3nc21
-7% | 4.1% | Cc1cc(NS(=O)(=O)c2ccc(OCCNS(C)(=O)=O)cc2)no1
· | 0.1% | COc1ccc(S(=O)(=O)N(CCc2ccccc2)CC(=O)O)cc1C
0% | 6.6% | O=C(Nc1cccc(Cl)c1Cl)c1cc2nc(-c3ccc([N+](=O)[O-])cc3)cc(C(F)(F)F)n2n1
-1% | 4.1%&-0.4% | c1ccc2c(c1)ncn2CCN1CCCCC1
2% | -3.8% | Cc1ccc(N2C(=O)C(Cl)=C(Nc3ccc(C)c(C)c3)C2=O)c(C)c1
0% | -0.6% | Cc1cc(C)cc(N(CC(=O)NC2CC3CCC2C3)S(=O)(=O)c2ccccc2)c1 (configuration not stated)
-7% | 3.1% | O=C(O)CCNS(=O)(=O)c1ccc2c(c1)Cc1ccccc1-2
-8% | 1.8% | COc1cccc(-n2c(C)nnc2SCC(=O)Nc2ccccc2N2CCOCC2)c1
· | -4.1% | COC(=O)c1c2c(nc3ccccc13)CCC2
-1% | -9.7% | CC(=O)Nc1ccc(CN2CCCCCCC2)cc1
-2% | 6.0% | Cc1cc(C(F)(F)F)c(C#N)c(SCC(=O)NC(C)(C)C)n1
2% | 2.3% | COC(=O)CCN1C(=O)/C(=C\c2c(F)cccc2Cl)SC1=S

# Profiles, looked up by structure. Order of values: MKP-3 inhibition | Hsp70 inhibitors
# COC(=O)CCN1C(=O)/C(=C\c2c(F)cccc2Cl)SC1=S as listed: 2% | 2.3%
# c1ccc2c(c1)ncn2CCN1CCCCC1 as listed: -1% | 4.1%&-0.4%
# Cc1ccc(N2C(=O)C(Cl)=C(Nc3ccc(C)c(C)c3)C2=O)c(C)c1 as listed: 2% | -3.8%

# Remaining list, next part.
MKP-3 inhibition | Hsp70 inhibitors | SMILES
15% | 8.2% | Fc1ccc2[nH]c3c(N4CCN(c5ccccc5)CC4)ncnc3c2c1
1% | 0.2% | Cc1cc(C)cc(NC(=O)c2ccc(I)cc2)c1
3% | -1.3% | O=C(NCc1cccs1)C1CCCN(c2nc3ccccc3o2)C1 (configuration not stated)
· | -4.5% | C=CCNc1nc(-c2ccccn2)nnc1-c1ccccc1
1% | 3.5% | CCOc1ccc(S(=O)(=O)N(CC(=O)N2CCCC2)c2ccc(C)cc2)cc1
· | -2.5% | O=[N+]([O-])c1ccc(S(=O)(=O)N2CCN(Cc3c[nH]c4ccccc34)CC2)cc1
-12% | 3.3% | CC1(C)CC(=O)C=C(Nc2ccccc2O)C1
-13% | 3.4% | CCCCCOC(=O)Cn1c(N2CCOCC2)nc2c1c(=O)[nH]c(=O)n2C
· | 4.1% | COCC(=O)Nc1nc(-c2ccccc2)ns1
-1% | -0.7% | CCn1c(CSc2nnc(-c3ccoc3C)n2C)nc2cc(S(=O)(=O)N(C)C)ccc21
4% | -1.8% | O=C(c1ccc([N+](=O)[O-])cc1Cl)N(Cc1ccccc1)c1ccccn1
0% | 4.6% | O=C(Nc1ccc2c(c1)OCO2)c1nn2c(c1Br)NC(c1cccs1)CC2C(F)(F)F (configuration not stated)

# In a second layout: results already given
SMILES	MKP-3 inhibition	Hsp70 inhibitors
CCCCCOC(=O)Cn1c(N2CCOCC2)nc2c1c(=O)[nH]c(=O)n2C	-13%	3.4%
COCC(=O)Nc1nc(-c2ccccc2)ns1	·	4.1%

# The list goes on:
MKP-3 inhibition | Hsp70 inhibitors | SMILES
3% | 3.6% | COc1ccc(CC(=O)Nc2ccc(-c3ccc(NC(=O)Cc4ccc(OC)cc4)c(OC)c3)cc2OC)cc1
· | 12% | CCOC(=O)CN(C(=O)CSc1nnc(C)n1-c1ccccc1)c1cccc([N+](=O)[O-])c1
2% | 1.5% | COCCSc1ccccc1C(=O)NCCCn1ccnc1
0% | 3.5% | Cc1ccc2c(c1)NCC(C(=O)NC1CCC(C)CC1)O2 (configuration not stated)
3% | -0.2% | O=C(CSc1ccccc1C(=O)O)c1ccc(F)cc1
4% | 1.1% | O=C1C=C(NCCc2c[nH]c3ccccc23)CC(c2ccccc2)C1 (configuration not stated)
0% | -2.9% | COC(=O)C1=C(C)NC(=O)NC1c1cn(-c2ccccc2)nc1-c1cccs1 (configuration not stated)
4% | -0.8%&-5.7% | CCC(C)(C)C1CCC2(CC1)NC(CO)(CO)CO2 (configuration not stated)
-3% | -2.2% | CC(C)OCCCNc1ncnc2c1cnn2-c1ccccc1
3% | -3.6% | C=CCN1C(=O)/C(=C\c2ccc(OS(=O)(=O)c3ccccc3)c(OCC)c2)SC1=S
-11% | 2.1% | Cc1cc(C)nc(N2CCCC(C(=O)Nc3ccc4c(c3)OCCO4)C2)n1 (configuration not stated)
· | 4.0% | Cc1ccc(/C(O)=C2/C(=O)C(=O)N(CCCn3ccnc3)C2c2ccccn2)cc1 (configuration not stated)
· | 5.3% | O=C1CCCc2oc3ccc(O)cc3c21
0% | -2.1% | Cc1ccc(OCCCCNC(=O)C(O)(c2ccc(F)cc2)c2ccc(F)cc2)cc1
3% | -7.8% | CCNc1nc(Oc2ccccc2)nc(OC(C)C(=O)OCC)n1 (configuration not stated)
-6% | -1.1% | Cn1cnc(S(=O)(=O)Nc2ccc(C(F)(F)F)cc2)c1
8% | 3.4% | Cc1ccc(CN2C(=O)CCC2C(=O)NCc2ccc3c(c2)OCO3)cc1 (configuration not stated)
2% | -5.5% | Cc1oc(C(C)(C)C)cc1C(=O)Nc1cccc(O)c1
-8% | -0.5% | O=C(O)CCC(=O)Nc1ccccc1N1CCOCC1
-6% | 3.9% | CCN(CC)S(=O)(=O)c1cccc(-c2nnc(SCCOc3ccc(Cl)cc3)o2)c1
4% | -3.2% | O=C(COC(=O)c1ccc(Br)o1)Nc1ccc(S(=O)(=O)N2CCCC2)cc1
-6% | -4.8% | CCN1CCc2c(sc(NC(=O)c3ccc(S(=O)(=O)N4CCOCC4)cc3)c2C(N)=O)C1
0% | 0.8% | COC(=O)c1cc(C(=O)OC)cc(S(=O)(=O)O)c1
· | -17% | CCOC(=O)c1c(Nc2ccc(Cl)cc2)sc(/C=C2\C=Nc3ccccc32)c1O

# Arranged by length of the SMILES (high to low): 4 of the compounds above.
MKP-3 inhibition | Hsp70 inhibitors | SMILES
-6% | 3.9% | CCN(CC)S(=O)(=O)c1cccc(-c2nnc(SCCOc3ccc(Cl)cc3)o2)c1
· | -17% | CCOC(=O)c1c(Nc2ccc(Cl)cc2)sc(/C=C2\C=Nc3ccccc32)c1O
3% | -7.8% | CCNc1nc(Oc2ccccc2)nc(OC(C)C(=O)OCC)n1 (configuration not stated)
· | 5.3% | O=C1CCCc2oc3ccc(O)cc3c21

# New compounds follow
MKP-3 inhibition | Hsp70 inhibitors | SMILES
1% | 4.6% | O=C(/C=C/c1ccccc1Cl)Nc1cccc(Br)c1
5% | 4.8% | Cn1nc(C(=O)NCc2cccnc2)c2ccccc2c1=O
0% | 2.5% | CCOC(=O)c1c(NC(=O)c2ccccc2OCC)sc(C)c1C
· | 2.7% | CCOc1ccc(N2C(=O)CC(SC(=NC)Nc3ccc(F)cc3)C2=O)cc1 (configuration not stated)
-1% | 0.6% | O=C(Nc1ccc(S(=O)(=O)N2CCCC2)cc1)c1ccc(-c2ccccc2)cc1
8% | 7.2% | O=C1C=C/C(=N/S(=O)(=O)c2ccc(F)cc2)C=C1Br
· | -0.5% | COC(=O)c1ccc(NC(=O)CSc2nnc(C(C)NC(=O)c3ccccc3Cl)n2C)cc1 (configuration not stated)
-4% | 1.7% | O=C(NC1CCCC1)C(c1ccccc1F)N(C(=O)c1ccco1)C1CCCC1 (configuration not stated)
· | 46% | CCN1CC=C2C(C#N)=C(N)C(C#N)(C#N)[C@H](c3ccoc3)[C@H]2C1
5% | 3.0% | Cc1ccc(OCCOCCN2CCC(C)CC2)c(Cl)c1
-8% | 2.7% | COc1cc(NS(=O)(=O)c2ccc(C)cc2)c2ncccc2c1
-37% | -5.1% | CCOC(=O)C1=C(O)/C(=C/c2cccs2)SC1=Nc1ccc(C)cc1
4% | -1.9% | CCOc1ccc(NC(=O)c2c(NC(=O)C(C)(C)C)sc3c2CCC3)cc1
1% | -0.1% | CCOc1cc(/C=C2/SC(=S)NC2=O)ccc1OCc1ccc(Cl)c(Cl)c1
0% | 3.7% | COc1cc(N2Cc3ccc(OC)c(OC)c3C2=O)cc(OC)c1OC
· | 2.6% | CCOc1nc(C)ccc1-c1noc(CC)n1
-6% | 7.8% | O=C(c1cccc(-c2nnc(-c3ccccc3)o2)c1)N1CCCCC1
-7% | -4.0% | CC(C)NC(=O)c1ccccc1NC(=O)c1ccccc1N(C)S(C)(=O)=O
1% | 5.4% | CC1=Nn2c(nnc2-c2ccccc2)SC1
-4% | 6.8% | Cc1cc(N2CCCC2=O)c(N)cc1N
-11%&4% | 6.3%&3.0% | Cc1ccc(S(=O)(=O)N(Cc2ccccc2)Cc2ccco2)cc1
-12% | 3.0% | COCCCNC(=O)C1CCN(c2nc(C)cc(C)n2)CC1
4% | 2.9% | Cc1cc(-c2ccccc2)nc2cc(-c3ccc(Cl)cc3)nn12
1% | -1.6% | CC(c1ccco1)N(C(=O)C12CC3CC(CC(C3)C1)C2)c1ccccn1 (configuration not stated)
4% | 3.7% | CC1=NCCN1S(=O)(=O)c1ccccc1[N+](=O)[O-]
4% | -0.5% | CN(C)CCN1C(=O)C(=O)/C(=C(/O)c2ccc(F)cc2)C1c1ccccc1F (configuration not stated)
· | -2.9% | CCOC(=O)c1nnc(-c2ccccc2)nc1Sc1ccccc1Cl
0% | 1.3% | COc1cc(CC(=O)O)c([N+](=O)[O-])cc1OC
-6% | 2.9% | COC(=O)c1ccc(C2/C(=C(\O)c3ccc(OC)c(C)c3)C(=O)C(=O)N2c2cc(C)on2)cc1 (configuration not stated)
-6% | 2.9% | CS(=O)(=O)N(CC(=O)Nc1cccc(Br)c1)c1cccc(Cl)c1
-6% | -3.9% | COc1ccc(Br)cc1C(=O)Nc1ccc(O)cc1
-4% | 11% | CCc1cccc2c(=O)c(C(=O)N3CCCCCC3)c[nH]c12
4% | 3.9% | O=C1CC(c2ccc(O)cc2)c2ccc3ccccc3c2N1 (configuration not stated)
2% | -3.2% | O=C(COc1cc(Cl)ccc1Cl)Nc1ccc2c(c1)OCCO2
-5%&0% | 1.1%&2.6% | NC(=O)NC(c1ccccc1)c1ccccc1F (configuration not stated)
-7% | -1.2% | COC(=O)c1oc2nc(C)cc(C)c2c1N
· | 5.8% | O=C(c1cccc(S(=O)(=O)N2CCOCC2)c1)N1CCN(c2ccc(F)cc2)CC1
-4% | -2.3% | CCC(Cc1ccccc1)NC(=O)CN1C(=O)CSc2ncccc21 (configuration not stated)
3% | 0.1% | Cc1ccc2nc(NC(=O)C3C4C=CC(C4)C3C(=O)O)sc2c1 (configuration not stated)
-13% | -1.2% | CC1(c2ccccc2)NC(=O)N(CC(=O)NC(=O)NC2CCCC2)C1=O (configuration not stated)
-4% | 5.6% | COc1cc(C(=O)NCCc2ccc(S(N)(=O)=O)cc2)cc(OC)c1OC
0% | 2.4% | O=C(O)c1ccc(N2C(=O)CC(N3CCN(c4ccccc4F)CC3)C2=O)cc1 (configuration not stated)
2% | -1.2% | Cc1cc(C)cc(NC(=O)COc2cc(C)c(Cl)c(C)c2)c1
2% | 0.6% | CC(C)(C)OC(=O)CC(O)(c1ccccc1)C(F)(F)F (configuration not stated)
0% | -0.5% | O=C(Nc1ccc(F)cc1)c1ccco1
6% | -6.1% | COc1cc(OC)c(OC)cc1CN1CCN(Cc2ccc(C)cc2C)CC1
-8% | 0.3% | COc1ccc(N(CC(=O)N2CCN(C)CC2)S(=O)(=O)c2ccccc2)cc1OC
-1% | 2.6% | O=C(Nc1cccc2c1CCCC2)C1CCN(c2nnnn2-c2ccccc2)CC1

# Ordered by value in MKP-3 inhibition (falling): three of the compounds above
Molecule	MKP-3 inhibition	Hsp70 inhibitors
COc1cc(OC)c(OC)cc1CN1CCN(Cc2ccc(C)cc2C)CC1	6%	-6.1%
Cc1ccc2nc(NC(=O)C3C4C=CC(C4)C3C(=O)O)sc2c1 (configuration not stated)	3%	0.1%
CCC(Cc1ccccc1)NC(=O)CN1C(=O)CSc2ncccc21 (configuration not stated)	-4%	-2.3%

# Next section.
MKP-3 inhibition | Hsp70 inhibitors | SMILES
3% | -3.1% | CCOC(=O)c1c(NC(=O)c2cc(OC)c(OC)c(OC)c2)sc(C(N)=O)c1C
4% | -0.9% | O=C(CSc1nc2ccc(N3C(=O)c4ccccc4C3=O)cc2s1)c1ccc([N+](=O)[O-])cc1
-15% | 3.3% | COc1cccc(N(CC(=O)NC(C)(C)C)C(=O)C2CSC(=O)C2)c1 (configuration not stated)
· | 4.4% | Cc1ccccc1NC(=O)C1c2cccc[n+]2CC(=O)N1c1c(C)cccc1C (configuration not stated)
0% | -1.1% | COc1ccc(C)cc1NC(=O)CN1CCN(c2ccc(F)cc2)CC1
· | 1.3% | O=C(NC1CCN(Cc2ccccc2)CC1)C12CC3CC(CC(C3)C1)C2
